Screens: PubChem BioAssay, National Center for Advancing Translational Sciences (NCATS)
D1 PAM – potentiators of human D1 dopamine receptor. HEK293 TREx D1 cells, calcium flux, dopamine EC20 potentiation. AID 504651. potentiation, % at 10 µM. actives 0.036% (n = 360,000); in the data active = potentiation above about 30%; note: 0% is about no effect
Target sequence (P21728 whole entry, looked up): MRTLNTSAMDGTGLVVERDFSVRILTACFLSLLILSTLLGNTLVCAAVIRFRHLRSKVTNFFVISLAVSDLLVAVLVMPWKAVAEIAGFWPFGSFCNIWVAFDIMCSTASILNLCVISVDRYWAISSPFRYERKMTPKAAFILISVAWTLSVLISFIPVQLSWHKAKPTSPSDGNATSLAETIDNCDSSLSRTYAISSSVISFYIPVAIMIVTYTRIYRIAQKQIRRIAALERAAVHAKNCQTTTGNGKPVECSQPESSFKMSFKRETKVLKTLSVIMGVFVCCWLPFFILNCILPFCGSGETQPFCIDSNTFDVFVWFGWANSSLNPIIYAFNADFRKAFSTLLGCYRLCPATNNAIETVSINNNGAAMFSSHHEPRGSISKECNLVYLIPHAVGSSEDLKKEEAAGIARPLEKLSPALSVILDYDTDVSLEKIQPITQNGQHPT
RXFP1 ag – activates the human relaxin receptor RXFP1; Q9HBX9; HEK293T-RXFP1 cAMP TR-FRET, 30 min; response scale: percent of porcine relaxin response, buffer zero; Potency, µM (titrated, usually from 57.5 µM), for inactives: top-dose activation, actives largely listed as activators; actives 0.3% (n = 370,000); AID 2676; note: potency is the fitted concentration of half-maximal effect; % is set by controls: 0 for no effect and ±100 for the full control effect; nearly all actives have a fitted effect of over 60% in size; many of its hits are not listed in these tables
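HEK293T cells stably expressing RXFP1 were pretreated with the PDE4 inhibitor Ro 20174, exposed to compounds for 30 min at 37C, lysed, and cAMP was read by TR-FRET. Data normalized to buffer (basal) and 29 nM porcine relaxin (100%).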
RXFP1 antagonist – RXFP1 (human) relaxin receptor antagonism. Q9HBX9. activity change, negative = inhibition, % at 57.5 µM. actives 0.59% (n = 350,000). HEK293-RXFP1, relaxin-stimulated cAMP HTRF, 30 min; active compounds read low. AID 1259400;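 active = activity change of -60% or lower, but not beyond a set lower limit; inconclusive = change between -60% and -40%, or beyond the set limit; inactive = change above -40%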; note: % is set by controls: 0 for no effect and ±100 for the full control effect
Vif-A3G inh – inhibitors of Vif-APOBEC3G interaction. Q9HC16. HeLa A3G-eYFP + Vif (tagged APOBEC3G with the HIV-1 protein that degrades it), YFP fluorescence, overnight. Potency, µM (top dose mostly 46.1 µM), for inactives: top-dose activity, negative = active, usual class: inhibitors. actives 0.076% (n = 410,000);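 note: potency is the fitted concentration of half-maximal effect; % is set by controls: 0 for no effect and ±100 for the full control effect; nearly all actives have a fitted effect of over 60% in size; hits raise eYFP signal because A3G escapes Vif-driven loss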
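Read-out is eYFP fluorescence (Ex 488/Em 500-530) from Vif-expressing HeLa A3G-eYFP cells; more signal means A3G escaped Vif-mediated degradation. Cells plated overnight, compound pinned in, incubated overnight at 37 deg C.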
D1 agonist – agonists of human D1 dopamine receptor. HEK293 T-REx D1 cells, calcium flux, agonist mode. activation, % at 2 µM. actives 1% (n = 360,000). AID 504660; in the data active = activation above about 30%; note: 0% is about no effect
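Inducible HEK293 T-REx D1 cells, force-coupled to calcium signalling, were plated at 4000 cells/well with tetracycline and held overnight at 30 C. After no-wash calcium dye loading, compound-evoked calcium rise over 180 s flagged agonists.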
Vif-A3F inh – blocks the Vif interaction with APOBEC3F. HeLa A3F-eYFP + Vif (tagged APOBEC3F with the HIV-1 protein that degrades it), YFP fluorescence increase. Potency, µM (top dose mostly 46.1 µM), without a hit: at the highest dose activity, negative = active. actives 0.2% (n = 390,000). AID 602313; note: potency is the fitted concentration of half-maximal effect; % of control where 0% means no effect; nearly all actives have a fitted effect of over 65% in size
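HeLa cells stably expressing Vif plus C-terminally eYFP-tagged A3F were seeded, incubated overnight at 37 deg C, dosed with compound, incubated overnight again at 37 deg C. Yellow fluorescence (Ex 488/Em 500-530) reported blocked Vif-mediated A3F-eYFP degradation.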
D2 PAM – positive allosteric modulators of human D2 dopamine receptor; P14416; actives 0.34% (n = 340,000); potentiation, % at 10 µM; HEK293 T-REx D2, calcium flux, EC20 dopamine potentiation;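 active = potentiation over 3 SD above the plate norm, cut at about 30% in these data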; note: 0% is about no effect
Target sequence (P14416 whole entry, looked up): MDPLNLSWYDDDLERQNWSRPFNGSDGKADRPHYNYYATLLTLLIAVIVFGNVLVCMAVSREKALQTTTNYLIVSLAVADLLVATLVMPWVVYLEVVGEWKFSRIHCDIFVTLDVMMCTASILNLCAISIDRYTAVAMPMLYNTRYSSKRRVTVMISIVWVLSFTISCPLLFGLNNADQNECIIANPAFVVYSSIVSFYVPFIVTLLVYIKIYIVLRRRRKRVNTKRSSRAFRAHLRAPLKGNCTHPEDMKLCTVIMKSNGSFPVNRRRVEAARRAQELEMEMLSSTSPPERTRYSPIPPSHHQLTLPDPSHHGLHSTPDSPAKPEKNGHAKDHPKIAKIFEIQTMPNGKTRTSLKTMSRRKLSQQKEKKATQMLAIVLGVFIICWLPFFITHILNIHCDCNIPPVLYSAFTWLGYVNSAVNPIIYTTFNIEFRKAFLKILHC
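Primary screen. Calcium kinetics in induced HEK293 T-REx D2 cells: compound pre-addition 180 s, EC20 dopamine, 180 s more.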
D1 antagonist – blocks dopamine activation of the human D1 receptor; AID 504652; actives 3.2% (n = 360,000); HEK293 TREx D1 cells, calcium flux, dopamine EC80; active compounds read low; activity change, negative = inhibition, % at 10 µM; in the data active = activity change below about -30%; note: % is set by controls: 0 for no effect and ±100 for the full control effect
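Kinetic fluorescence of a calcium dye serves as the read-out. D1-expressing Hek293 Trex cells, induced overnight at 30 C, are exposed to compound for 180 s before an EC80 dopamine addition, then read 180 s further.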
GRP78 ERSR act – inducers of ER stress response in human glioma cells. AID 602332. U87-MG GRP78 promoter luciferase reporter, 16 h. Potency, µM, for the others: top-dose activation, hits mostly activators. actives 0.02% (n = 420,000); note: potency is the fitted concentration of half-maximal effect; series mostly up to about 76 µM; % of control where 0% means no effect; nearly all actives have a fitted effect of over 35% in size
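Stably transfected U87-MG human glioma cells carrying a GRP78-based luminescent sensor were seeded at 1000 cells/well, pin-dosed with compounds and incubated 16 h. Luciferase reagent was then added, and end-point luminescence was read after 10 min at room temperature.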
Numbers without * were called inactive; ? = inconclusive; . = no result given. Unless noted, calls come from the whole dose curve; as a rule, active = well fitted curve in the direction sought with a large enough effect; inconclusive = small, poorly fitted or top-dose-only effect, or another doubt; inactive = no such curve, though single readings can be large; an effect the other way counts as inactive or inconclusive. Not all compounds are listed. The share of hits here may be higher or lower than overall.

#1 COc1cccc(C(=O)Nc2ccc(NC(=O)C3CCCCC3C(=O)O)cc2)c1 (configuration not stated)
#2 CCC(C)NC(=O)C1CCN(S(=O)(=O)c2cccc3nonc23)CC1 (configuration not stated)
#3 CCCCOC(=O)/C(C#N)=C/c1ccc(-c2ccc(Br)cc2)o1
#4 COc1ccccc1NC(=O)COC(=O)/C=C/c1ccccc1[N+](=O)[O-]
#5 Cc1cc(C=C2C(=O)c3ccccc3C2=O)c(C)n1-c1ccc(C(=O)O)cc1
#6 N#Cc1ccc(-c2ccccc2)nc1SCCN1CCOCC1
Compound	1	2	3	4	5	6
D1 PAM	-1	3	-1	-5	-2	-7
RXFP1 ag	2.4%	3.1%	0.2%	3.3%	-2.5%	-0.2%
RXFP1 antagonist	-22	-3	-5	-7	-15	-8
Vif-A3G inh	1%	-3%	3%	-5%	4%	-4%
D1 agonist	2	-3	5	-1	2	-2
Vif-A3F inh	1%	-7%	-4%	4%	1%	-11%
D2 PAM	-22	.	16	3	7	2
D1 antagonist	-2	-3	-7	-10	9	-9
GRP78 ERSR act	2%	-5%	-4%	-8%	4%	0%

#7 CC(=O)Nc1ccc(NC(=O)Cn2c(=O)n(-c3ccccc3)c(=O)c3oc4ccccc4c32)cc1
#8 CS(=O)(=O)c1ccc(S(=O)CC(=O)OCc2ccccc2)c([N+](=O)[O-])c1 (configuration not stated)
#9 CCN(CC(=O)Nc1c(F)cccc1F)C(=O)C1COc2ccccc2O1 (configuration not stated)
#10 Cc1nc(SCc2cccc(Cl)c2)nc2c1CCCC2
#11 Cn1c(=O)c2c(ncn2CC(=O)OCC(=O)Nc2ccccc2)n(C)c1=O
#12 Cc1ccc(S(=O)(=O)NCCC2=CCCCC2)cc1
Compound	7	8	9	10	11	12
D1 PAM	-1	2	-2	-6	-3	-4
RXFP1 ag	-0.5%	0.9%	0.8%	-1.3%	27%	0.7%
RXFP1 antagonist	-14	-108*	-36	-28	14	-1
Vif-A3G inh	-2%	-8%	0%	-1%	1%	-2%
D1 agonist	2	5	4	5	0	8
Vif-A3F inh	5%	7%	-1%	1%	8%	-12%
D2 PAM	-3	.	9	-4	11	-10
D1 antagonist	-4	-3	15	-12	-7	-22
GRP78 ERSR act	3%	-16%	-4%	1%	-7%	-1%

#13 Cc1nn(CC(=O)NNC(=O)c2cccc(Br)c2)c(C)c1[N+](=O)[O-]
#14 N#Cc1c(-c2ccc(Cl)cc2)ccn2nc(CCC(=O)O)nc12
#15 O=C(Nc1cccc(-c2nn[nH]n2)c1)c1ccc(Br)s1
#16 Cc1c(CNCc2ccc(OC(C)C)cc2)c(C(=O)O)c(C)n1Cc1ccc(Cl)cc1
#17 Cc1cc(OCC(=O)Nc2ccncc2)cc(C)c1Br
#18 CCN(CC)Cc1c(C(=O)N/N=C/c2ccco2)nnn1-c1nonc1N
Compound	13	14	15	16	17	18
D1 PAM	2	-1	5	-1	-9	3
RXFP1 ag	-0.7%	12%	1.5%	-5.0%	0.0%	-0.4%
RXFP1 antagonist	-10	-4	-6	-8	0	5
Vif-A3G inh	-7%	1%	0%	1%	1%	1%
D1 agonist	1	2	6	-1	21	2
Vif-A3F inh	-25%	-5%	4%	-3%	-1%	-22%
D2 PAM	-6	-4	-13	9	.	4
D1 antagonist	7	9	4	16	-28	9
GRP78 ERSR act	3%	0%	2%	-5%	-2%	-3%

From compound 7 up to 16, copied from above:
#7 CC(=O)Nc1ccc(NC(=O)Cn2c(=O)n(-c3ccccc3)c(=O)c3oc4ccccc4c32)cc1
#8 CS(=O)(=O)c1ccc(S(=O)CC(=O)OCc2ccccc2)c([N+](=O)[O-])c1 (configuration not stated)
#9 CCN(CC(=O)Nc1c(F)cccc1F)C(=O)C1COc2ccccc2O1 (configuration not stated)
#10 Cc1nc(SCc2cccc(Cl)c2)nc2c1CCCC2
#11 Cn1c(=O)c2c(ncn2CC(=O)OCC(=O)Nc2ccccc2)n(C)c1=O
#12 Cc1ccc(S(=O)(=O)NCCC2=CCCCC2)cc1
#13 Cc1nn(CC(=O)NNC(=O)c2cccc(Br)c2)c(C)c1[N+](=O)[O-]
#14 N#Cc1c(-c2ccc(Cl)cc2)ccn2nc(CCC(=O)O)nc12
Compound	7	8	9	10	11	12	13	14
D1 PAM	-1	2	-2	-6	-3	-4	2	-1
RXFP1 ag	-0.5%	0.9%	0.8%	-1.3%	27%	0.7%	-0.7%	12%
RXFP1 antagonist	-14	-108*	-36	-28	14	-1	-10	-4
Vif-A3G inh	-2%	-8%	0%	-1%	1%	-2%	-7%	1%
D1 agonist	2	5	4	5	0	8	1	2
Vif-A3F inh	5%	7%	-1%	1%	8%	-12%	-25%	-5%
D2 PAM	-3	.	9	-4	11	-10	-6	-4
D1 antagonist	-4	-3	15	-12	-7	-22	7	9
GRP78 ERSR act	3%	-16%	-4%	1%	-7%	-1%	3%	0%

#15 O=C(Nc1cccc(-c2nn[nH]n2)c1)c1ccc(Br)s1
#16 Cc1c(CNCc2ccc(OC(C)C)cc2)c(C(=O)O)c(C)n1Cc1ccc(Cl)cc1
Compound	15	16
D1 PAM	5	-1
RXFP1 ag	1.5%	-5.0%
RXFP1 antagonist	-6	-8
Vif-A3G inh	0%	1%
D1 agonist	6	-1
Vif-A3F inh	4%	-3%
D2 PAM	-13	9
D1 antagonist	4	16
GRP78 ERSR act	2%	-5%

(listing goes on)
#19 CCOC(=O)Cn1nnnc1CN(Cc1cccs1)Cc1cc2cc(C)ccc2[nH]c1=O
#20 CC(NC(=O)c1ccc2nc[nH]c2c1)c1ccccc1 (configuration not stated)
#21 CCCCn1c2nc3ccccc3nc2c2c(=N)oc(C)nc21
#22 C=CCNC(=O)C12CCC(C)(C(=O)[C@H]1Br)C2(C)C (some centres not stated)
#23 Cc1ccc(NC(=O)CN(C)CC(=O)Nc2c(C)cccc2C)c(Br)c1
#24 NC(=O)C1CCN(C(=O)CN(C2CCCCC2)S(=O)(=O)c2ccc(F)cc2)CC1
Compound	19	20	21	22	23	24
D1 PAM	-3	-8	4	-3	-5	6
RXFP1 ag	1.1%	0.2%	?	3.8%	1.8%	1.8%
RXFP1 antagonist	7	-17	-23	-12	-9	6
Vif-A3G inh	1%	1%	0%	0%	2%	-1%
D1 agonist	0	0	0	2	3	1
Vif-A3F inh	-9%	2%	0%	3%	-2%	-3%
D2 PAM	-4	-3	2	2	5	-11
D1 antagonist	.	6	21	17	10	-8
GRP78 ERSR act	-1%	-4%	-2%	-4%	-2%	-2%

#25 COc1ccc(S(=O)(=O)Nc2ccc3c(c2)n(C)c(=O)n3C)cc1F
#26 CCCc1ccc(OCC(O)CN2CCN(CCO)CC2)cc1 (configuration not stated)
#27 Cc1ccc(/C(N)=N/OC(=O)c2cccc(Cn3cc(C(F)(F)F)ccc3=O)c2)cc1
#28 CCc1ccccc1N(CC(=O)NCc1ccco1)C(=O)CCC(=O)Nc1ccccn1
#29 CCC(C)NCCOCCOc1ccc(C)cc1OC (configuration not stated)
#30 COc1cc(OC)c(NC(=O)CCCn2c(=O)oc3ccccc32)cc1Cl
Compound	25	26	27	28	29	30
D1 PAM	-6	-3	-4	0	-2	-8
RXFP1 ag	0.7%	2.1%	-0.5%	-1.1%	1.9%	5.3%
RXFP1 antagonist	18	1	-3	-7	4	-3
Vif-A3G inh	3%	-4%	-9%	0%	-4%	4%
D1 agonist	11	1	11	4	5	2
Vif-A3F inh	-13%	0%	6%	-7%	-13%	12%
D2 PAM	0	6	3	16	-9	-11
D1 antagonist	-16	4	-10	4	4	-8
GRP78 ERSR act	-2%	-1%	0%	-4%	-4%	-4%

#31 COc1nnc(-c2ccc(N3CCCCC3)c(NC(=O)c3ccccc3)c2)c2ccccc12
#32 O=C(Cn1cnc2ccccc21)c1ccccc1
#33 Oc1c(Br)cc(/C=N/NC(=S)NCC2CCCO2)cc1Br (configuration not stated)
#34 CCc1nnc(SC(CC)C(=O)Nc2ccc(OC)c(Cl)c2)c2cc3occc3n12 (configuration not stated)
#35 Cc1ccc(-c2nnc(SCC(=O)N(C)C)nc2-c2ccc(C)cc2)cc1
#36 Cc1cc(NC(=O)CN2C(=O)S/C(=C\c3ccccc3)C2=O)no1
Compound	31	32	33	34	35	36
D1 PAM	-5	-1	-5	0	.	-12
RXFP1 ag	1.3%	-0.7%	0.5%	24%	0.5%	0.4%
RXFP1 antagonist	.	7	-9	-19	-28	.
Vif-A3G inh	5%	3%	2%	-1%	1%	3%
D1 agonist	2	7	2	-1	3	-1
Vif-A3F inh	-2%	?	13%	5%	6%	7%
D2 PAM	1	2	6	3	2	0
D1 antagonist	-3	-18	-7	10	0	8
GRP78 ERSR act	-3%	-1%	-1%	-3%	1%	-4%

#37 NC(=O)c1ccccc1OCC(=O)Nc1ccc2c(c1)OCCO2
#38 COc1cc(C(=O)Nc2ccc(OCc3cc(=O)n4cc(C)sc4n3)cc2)cc(OC)c1OC
#39 COc1ccc(-c2cc3nc4n(c(=O)c3s2)CCCCC4)cc1
#40 CCc1nnc(NC(=O)CSc2nc3c([nH]c4ccccc43)c(=O)n2-c2ccc(C)cc2)s1
#41 O=C(Nc1nnc(SCc2ccccc2)s1)c1cccc([N+](=O)[O-])c1
#42 N#Cc1ccccc1CN1C(=O)S/C(=C/c2cccn2-c2cccc(C(=O)O)c2)C1=O
#43 Nc1cc(=O)[nH]c(SCC(=O)NNC(=O)c2ccccc2)n1
#44 Cc1cc(=O)cc(C)n1-c1ccc(F)cc1F
#45 O=c1c2c3c(sc2n(CCN2CCCC2)c(=O)n1Cc1ccccc1)CCCCC3
Compound	37	38	39	40	41	42	43	44	45
D1 PAM	2	4	5	-5	-4	-1	-6	-2	-3
RXFP1 ag	0.4%	-1.7%	5.8%	4.1%	-2.0%	2.6%	0.6%	-1.5%	0.2%
RXFP1 antagonist	1	.	-6	.	4	-11	-10	-8	-9
Vif-A3G inh	-2%	2%	1%	-3%	1%	-6%	0%	3%	2%
D1 agonist	3	2	1	0	9	1	2	3	4
Vif-A3F inh	-1%	0%	-2%	0%	-8%	8%	5%	0%	0%
D2 PAM	.	6	-2	16	-1	6	-9	5	-22
D1 antagonist	-13	-17	-16	-10	2	-4	5	-4	25
GRP78 ERSR act	-3%	-2%	1%	0%	1%	6%	1%	-5%	-4%
